N370S GC: qHTS Assay for Inhibitors and Activators of N370S glucocerebrosidase as a Potential Chaperone Treatment of Gaucher Disease | N370S GC spleen homogenate, 4MU-glucoside fluorescence | Potency, µM (titrated, usually from 59.4 µM), inactives show at the highest dose activity change, negative = inhibition, usual class: inhibitors | 0.092% of 330,000 active | AID 2101, 2009;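 also: 0% = full enzyme activity and -100% = no enzyme basal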
GCN5L2 inh: qHTS Assay for Inhibitors of GCN5L2. GCN5L2 HAT assay, ThioGlo1 CoA-SH fluorescence. Potency, µM (series often up to 58.9 µM), without a hit: at the top dose activity change, negative = inhibition, most hits filed as inhibitors. 0.21% of 390,000 active. Histone acetyltransferase KAT2A (Homo sapiens), Q92830
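GCN5L2 (20nM final) in 50mM HEPES, 0.1mM EDTA pH 7.5, 0.01% Tween-20 was preincubated 15 min at room temperature with compound, then given ThioGlo1 (50uM), H3(1-25) peptide (75uM) and acetyl-CoA (70uM); CoA-thiol fluorescence (Ex340/Em540) was read at 0 and 20 min.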
Numbers without * were called inactive; u = inconclusive; [ ] = another dose, or the depositor's remark. Calls follow the shape of the dose curve; as a rule, active = well fitted curve in the direction sought with a large enough effect; inconclusive = small, poorly fitted or top-dose-only effect, or another doubt; inactive = no such curve, though single readings can be large; an effect the other way counts as inactive or inconclusive. Unless noted, % is scaled to controls: 0 for no effect and ±100 for the full control effect; potency is read from the fitted curve at half-maximal effect. Not all compounds are listed (hit frequency here may not be typical).

SMILES | N370S GC | GCN5L2 inh
CC1CCC(C(C)C)C(=O)C1 (stereo unspecified) | 5% | u
CC[C@H]1C(=O)OC[C@H]1Cc1cncn1C | 13%[21.6 µM] | 10%[21.4 µM]
C[C@H](CCC(=O)O)[C@H]1CC[C@@H]2[C@H]3[C@@H](CC[C@@]21C)[C@]1(C)CC[C@H](O)C[C@@H]1C[C@@H]3O | -25%[21.6 µM] | -7%[21.4 µM]
CC(=O)C1=C(O)[C@@H]2[C@@H]3c4c[nH]c5cccc(c45)C[C@@H]3C(C)(C)N2C1=O | 10% | -6%

A draw from above in order of length of the SMILES, ascending.
SMILES | N370S GC | GCN5L2 inh
CC1CCC(C(C)C)C(=O)C1 (stereo unspecified) | 5% | u
CC[C@H]1C(=O)OC[C@H]1Cc1cncn1C | 13%[21.6 µM] | 10%[21.4 µM]
C[C@H](CCC(=O)O)[C@H]1CC[C@@H]2[C@H]3[C@@H](CC[C@@]21C)[C@]1(C)CC[C@H](O)C[C@@H]1C[C@@H]3O | -25%[21.6 µM] | -7%[21.4 µM]

Full records, looked up by structure. Screens in order: N370S GC, GCN5L2 inh
CC(=O)C1=C(O)[C@@H]2[C@@H]3c4c[nH]c5cccc(c45)C[C@@H]3C(C)(C)N2C1=O is listed with 10%, -6%
CC1CCC(C(C)C)C(=O)C1 (stereo unspecified) is listed with 5%, u
